# Screening results deposited in PubChem by Johns Hopkins Ion Channel Center.
# hERG rescue: hERG rescue from dofetilide block, primary screen, cell-based, CHO-hERG, FluxOR thallium flux, dofetilide IC70; activation (rescue from dofetilide block), less the hit threshold, % at 10 µM; dofetilide IC70 present; 310,000 tested, 0.51% active; Voltage-gated inwardly rectifying potassium channel KCNH2 (Homo sapiens), Q12809;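 active = activation above the mean of controls blocked by dofetilide plus 5 SD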;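 note: thallium influx through hERG after potassium depolarization seen as dye fluorescence rise; in these data hits start at about 4.7%; inactives centre near -7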
# TMEM16A inh: TMEM16A chloride channel inhibitors, primary screen, cell-based, HTS; Anoctamin-1 (Mus musculus), Q8BHY3; HEK293 TMEM16A/YFP iodide influx fluorescence, ionomycin; normalized B-score (activity score, 25-100; higher = stronger inhibition) at 10 µM; 310,000 tested, 1.2% active; AID 588511, 2011;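 active = ratio plate-corrected score three or more library SD toward inhibition, starting fluorescence score within five deviations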;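 note: score derived from kinetic fluorescence span divided by baseline fluorescence per well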
# KCNQ1 block: inhibitors of human KCNQ1 channel, primary screen, cell-based, thallium flux, high-throughput; Potassium voltage-gated channel subfamily KQT member 1 (Homo sapiens), P51787; CHO-K1 KCNQ1, FluxOR thallium flux fluorescence; hits give high values; B-score at 10 µM; 310,000 tested, 1.3% active;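 active = compounds whose thallium flux B-score, printed positive for inhibition, exceeds three library SD while starting fluorescence stays within three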;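 note: channel opened by potassium depolarization with thallium stimulus after 20 min compound exposure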
# KCNK9 inh: KCNK9 potassium channel inhibitors, primary screen, HEK293 cells, thallium flux; Potassium channel subfamily K member 9 (Homo sapiens), Q9NPC2; FluxOR thallium flux fluorescence; hits give low values; B-score at 10 µM; 310,000 tested, 1.2% active; AID 488922, 2010;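 active = ratio B-score over 3 SD below the library mean, with starting fluorescence within 5 SD of its mean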;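 note: negative B-score means less thallium flux so channel inhibition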
# Target sequence (Q9NPC2 whole entry, looked up): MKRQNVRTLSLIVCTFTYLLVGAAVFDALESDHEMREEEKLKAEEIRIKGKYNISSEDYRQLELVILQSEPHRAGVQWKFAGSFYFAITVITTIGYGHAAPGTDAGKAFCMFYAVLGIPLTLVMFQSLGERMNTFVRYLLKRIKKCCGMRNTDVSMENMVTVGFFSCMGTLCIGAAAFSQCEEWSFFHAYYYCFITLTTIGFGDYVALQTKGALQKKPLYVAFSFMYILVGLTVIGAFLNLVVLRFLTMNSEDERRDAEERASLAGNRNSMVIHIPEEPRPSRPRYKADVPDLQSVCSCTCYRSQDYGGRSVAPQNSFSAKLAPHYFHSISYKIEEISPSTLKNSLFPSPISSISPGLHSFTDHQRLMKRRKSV
# MrgX1 allo act: positive allosteric modulators of MrgX1, primary screen, HEK293 cells, Fluo-4 calcium flux. 310,000 tested, 0.63% active. Mas-related G-protein coupled receptor member X1 (Homo sapiens), Q96LB2. B-score at 10 µM. FDSS; hits give high values;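 active = plate-corrected calcium response at least 3 library SD above typical, normal starting fluorescence, not activating the receptor alone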;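 note: compound read alongside a low EC10 to EC30 dose of BAM8-22 agonist; peak minus trough fluorescence over baseline measured at the second addition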
# Target sequence (Q96LB2 whole entry, looked up): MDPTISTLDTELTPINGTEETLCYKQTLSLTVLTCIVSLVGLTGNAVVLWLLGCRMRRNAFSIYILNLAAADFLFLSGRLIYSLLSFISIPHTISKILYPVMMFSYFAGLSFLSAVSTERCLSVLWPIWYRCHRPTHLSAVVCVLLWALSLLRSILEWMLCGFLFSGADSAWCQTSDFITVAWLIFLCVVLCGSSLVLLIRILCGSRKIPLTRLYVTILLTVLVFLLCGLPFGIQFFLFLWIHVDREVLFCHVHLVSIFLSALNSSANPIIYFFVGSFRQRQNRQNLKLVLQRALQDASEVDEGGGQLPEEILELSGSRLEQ
# KCNQ1 pot: potentiators or activators of KCNQ1 channel, primary screen, cell-based, thallium flux, high-throughput | AID 2648, 2010 | B-score at 10 µM | CHO-K1 KCNQ1, thallium flux FluxOR fluorescence; hits give high values | 310,000 tested, 0.35% active | Potassium voltage-gated channel subfamily KQT member 1 (Homo sapiens), P51787;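 active = fluorescence ratio B-score, a plate-corrected score, at least three library SD, with initial intensity B-score within 5 SD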
#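 assay system = CHO-K1 cells stably expressing KCNQ1 | medium = assay buffer, equal DMSO in all wells | timing = 37 °C overnight plating, 90-min dark dye load, 20-min compound pretreatment | measured by = kinetic FluxOR thallium fluorescence, 10-s 1-Hz baseline, 110-s post-stimulus read | measure = fluorescence change relative to baseline, converted to B score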
# RGS4 act: RGS4 potentiators or activators, primary screen, cell-based, HEK293 M3R inducible RGS4, calcium flux | AID 463111, 2010 | B-score at 10 µM | carbachol calcium flux Fluo4; hits give low values | 310,000 tested, 0.92% active;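 active = B-score of the integrated calcium signal more than 4 SD below the library mean, with starting fluorescence not abnormally high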;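 note: negative B-score means reduced calcium response which marks RGS4 activation or potentiation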
#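 System: HEK293 FlpIn-TREx cells, stable M3R, doxycycline-inducible RGS4. Timing: overnight RGS4 induction, 30 min dye load 37 °C, 20 min compound RT. Also added: carbachol, ECmax concentration. Measured by: Fluo4 fluorescence kinetic imaging of calcium. Evaluation: integrated calcium ratio converted to B score.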
# ANO1 activ: TMEM16A chloride channel activators or potentiators, primary screen, cell-based, HTS; Anoctamin-1 (Mus musculus), Q8BHY3; HEK293 TMEM16A/YFP-H148Q/I152L, iodide quench fluorescence; hits give low values; B-score at 10 µM; 340,000 tested, 0.3% active;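 active = fluorescence-ratio B-score plate-corrected deviation score at least 3 library SD below zero, with starting fluorescence score within 5 deviations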;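 note: channel opened by trigger with iodide after compound preincubation; score built on the fluorescence ratio of max minus min over baseline; more negative score means more quench and so TMEM16A activation or potentiation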
# MrgX1 ag: agonists of human MrgX1 receptor, primary screen, HEK293 cells, Fluo-4 calcium flux; AID 588627, 2011; 310,000 tested, 0.44% active; Fluo-4 calcium fluorescence, agonist mode; hits give high values; B-score at 10 µM; Mas-related G-protein coupled receptor member X1 (Homo sapiens), Q96LB2;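 active = calcium response B-score plate-corrected fluorescence ratio at least 3 library SD, with starting fluorescence B-score inside 5 SD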
#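 Test system: HEK293 cells stably expressing human MrgX1 receptor; amount: 15,000 cells per well; doses: compound delivered in addition one of three; times: overnight plating before 1 h dye loading; detection: Fluo-4 NW calcium-flux fluorescence, kinetic read; read-out basis: B-scored fluorescence response ratio; controls: positive and negative controls per plate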
# KCNK3 block: human KCNK3 channel inhibitors, primary screen, CHO cells, FluxOR thallium flux, B-score; Potassium channel subfamily K member 3 (Homo sapiens), O14649; FluxOR fluorescence; hits give low values; B-score at 10 µM; 340,000 tested, 0.84% active;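 active = B-score under library mean minus 4 SD, starting fluorescence ratio at most library mean plus 5 SD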;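 note: more negative B-score means stronger inhibition of thallium flux through KCNK3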
# RGS4 inh: RGS4 inhibitors, primary screen, cell-based, HEK293 M3R inducible RGS4, calcium flux; 310,000 tested, 0.45% active; Fluo-4 calcium flux; hits give high values; triggered by carbachol at its EC20; B-score at 10 µM;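 active = B-score, a plate-corrected calcium signal, over three deviations above library mean, with baseline fluorescence within five deviations of library mean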;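 note: RGS4 expression induced by doxycycline in cells with stable M3 receptor; B-score is computed from the integrated fluorescence ratio over baseline after carbachol; higher B-score means a larger calcium signal and so more RGS4 inhibition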
# Target sequence (P49798 whole entry, looked up): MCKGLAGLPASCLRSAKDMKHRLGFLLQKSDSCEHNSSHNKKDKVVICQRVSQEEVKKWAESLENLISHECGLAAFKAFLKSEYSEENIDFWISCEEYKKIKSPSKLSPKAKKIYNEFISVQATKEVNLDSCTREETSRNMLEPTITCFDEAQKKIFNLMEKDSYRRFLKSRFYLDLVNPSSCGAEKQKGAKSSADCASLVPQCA
# Numbers without * were called inactive; i = inactive; · = no result given. Not a hit list; any-hit rate near 6.3%.
molecule,ANO1 activ,RGS4 act,MrgX1 allo act,KCNQ1 pot,KCNK9 inh,TMEM16A inh,RGS4 inh,hERG rescue,MrgX1 ag,KCNQ1 block,KCNK3 block
O=C(CSc1ccccc1C(=O)O)Nc1cccc(C(=O)O)c1,i,i,i,i,i,i,i,-10,i,i,i
Cc1ccc(C2=NS(=O)(=O)N(C)C(C(=O)NC3CCCC3)=C2)cc1,i,i,i,i,i,i,i,-12,i,i,i
CC(C)c1nc2sc3c(=O)n(N)cnc3c2c2c1COC(C)(C)C2,i,i,i,i,i,i,i,1,i,i,i
O=S(=O)(c1ccc(F)cc1)N1CCN(c2ncccn2)CC1,i,i,i,i,i,i,i,-13,i,i,i
Cc1cccc(-c2nnc(SCCOc3ccc4c(C)cc(=O)oc4c3)o2)c1,i,i,i,i,i,i,i,-6,i,i,i
O=c1[nH]cnc2c1c(-c1ccccc1)cn2-c1ccccc1,i,i,i,i,i,i,i,-4,i,i,i
Cc1nc(SCC(=O)NC(=O)NCc2ccco2)nc(C)c1C,i,i,i,i,i,i,i,6.7*,i,i,i
CC(=O)N1CCOc2ccc(S(=O)(=O)N3C(C)CCCC3C)cc21 (centres undefined),i,i,i,i,i,i,i,-7,i,i,i
CC(C)N(C(=O)CSc1nnc(Cc2ccc3c(c2)OCO3)n1C)C(C)C,i,i,i,i,i,i,i,-12,i,i,i
Cc1ccc(C(=O)Oc2ccc([N+](=O)[O-])cc2)cc1S(=O)(=O)N1CCCCCC1,i,i,i,i,-8.1*,i,i,-8,i,i,i
CCCCOc1ccc(C(=O)N/C(=C/C=C/c2ccccc2)C(=O)NCCO)cc1,i,i,i,i,i,i,i,-10,i,i,i
O=C(Nc1ccc(OCc2ccccc2)cc1)c1cccnc1,i,i,i,i,i,i,i,-3,i,i,i
c1ccc(-c2cc(N3CCCCC3)nc(-c3ccccc3)n2)cc1,i,i,i,i,i,i,i,-8,i,i,i
O=C(c1cc2nc(-c3ccc(F)cc3)cc(C(F)(F)F)n2n1)N1CCCCC1c1cccnc1 (centres undefined),i,i,7.1*,i,i,100*,i,-23,i,i,-11*
CCOC(=O)C1CCN(C(=O)c2cc3cc4ccc(C)cc4nc3o2)CC1,i,i,i,i,i,i,i,-3,i,i,i
Cc1ccc(NC(=O)CN2CCN(c3ccccn3)CC2)cc1S(=O)(=O)N(C)C,i,i,i,i,i,i,i,1,i,i,i
O=C(Nc1ccccn1)[C@@H]1CCC(=O)N1C(=O)OCc1ccccc1,i,i,i,i,i,i,i,-4,i,i,i
CN1CCc2c(OCC(=O)N3CCCc4ccccc43)cccc2C1=O,i,i,i,i,i,i,i,-13,i,i,i
CCOc1cc(N2CCOCC2)c(OCC)cc1NC(=O)COc1ccccc1[N+](=O)[O-],i,i,i,i,i,i,i,2,i,i,i
COc1ccc(-c2noc(CNC(=O)c3ccoc3C)n2)cc1OC,i,i,i,i,i,i,i,-11,i,i,i
Cc1cc2n(n1)SC(Nc1ccc(F)c(Cl)c1)N2 (centres undefined),i,i,i,i,i,i,i,-9,i,i,i
CS(=O)(=O)Nc1ccccc1C(=O)Nc1ccc2c(c1)OCCO2,i,i,i,i,i,i,i,-9,i,i,i
CCOC(=O)N1CCN(c2c(NCc3cccs3)c(=O)c2=O)CC1,i,i,i,i,i,i,i,-10,i,i,i
O=C(CCc1ccccc1)N1CCN(c2ccc([N+](=O)[O-])cc2)CC1,i,i,i,i,i,i,i,-4,i,i,i
O=C(NCc1nnc(SCC(=O)N2CCCc3ccccc32)o1)c1ccccc1F,i,i,i,i,i,i,i,-6,i,i,i
COc1ccccc1NS(=O)(=O)c1cccc(-n2c(O)c(C=Nc3ccccc3C(=O)O)c3ccccc3c2=O)c1,i,i,i,i,i,i,i,-16,i,i,i
Cc1ccc2[nH]c(=O)c3cc(C(=O)N(C)C4CCCCC4)sc3c2c1,i,i,i,i,i,i,i,-8,i,i,i
CN(C)c1ccc(C(CNS(=O)(=O)c2ccc(F)cc2)c2c[nH]c3ccccc23)cc1 (centres undefined),i,i,i,i,i,i,i,-7,i,i,i
Cn1nc(C(F)(F)F)c(-c2ccc(F)cc2)c1NC(=O)c1ccco1,i,i,i,i,i,i,i,-10,i,i,i
COc1cc(NS(=O)(=O)c2ccc(OC)c(OC)c2)cc(OC)c1,i,i,i,i,i,i,i,-4,i,i,i
[O-][n+]1onc2c1CCc1[nH]c(-c3ccccc3)nc1-2,i,i,i,i,i,i,i,-21,i,i,i
CC(C)(C)C(=O)NC1CC2CCCC(C1)N2C(=O)Nc1ccccc1F (centres undefined),i,i,i,i,i,i,i,-9,i,i,i
CN(C)CCNC(=O)c1ccc(COCC(F)(F)F)cc1,i,i,i,i,i,i,i,1,i,i,i
COc1ccc(-c2cc(C(=O)O)no2)cc1,i,i,i,i,i,i,i,-1,i,i,i
CCOC(=O)C(Cc1ccc(NC(=O)/C(=C/c2ccccc2)NC(=O)c2ccccc2)cc1)N1C(=O)c2ccccc2C1=O (centres undefined),i,i,i,i,i,i,i,-15,i,i,i
CCCNC(=O)CN(C)C(=O)c1n[nH]c2ccccc12,i,i,i,i,i,i,i,-11,i,i,i
O=C(Nc1ccc(Cc2ccc(NC(=O)N3CCOCC3)cc2)cc1)N1CCOCC1,i,i,i,i,i,i,i,-9,i,i,i
C=CCn1c(CSc2ccc(C)cc2)n[nH]c1=S,i,i,i,i,i,i,i,-6,i,i,i
CCOC(=O)Cn1c(=NC(=O)C2CC2)sc2c(C)cc(C)cc21,i,i,i,i,i,i,i,-10,i,i,i
Cc1cccc(C)c1-n1c(C)cc(/C=N\Nc2ccc([N+](=O)[O-])cn2)c1C,i,i,i,i,i,i,i,-7,i,i,i
Cc1ccc(NC(=O)c2cccnc2C(=O)O)nc1,i,i,i,i,i,i,i,0,i,i,i
COCC(=O)Nc1cc(OC)ccc1OC,i,i,i,i,i,i,i,-6,i,i,i
CC(C)Cn1cc(C(=O)NCCCN2CCC(C)CC2)c2c3ccccc3n(C)c2c1=O,i,i,i,i,i,i,i,-9,i,i,i
COC(=O)c1cc(NC(=O)Cn2c(=O)cnc3ccccc32)cc(C(=O)OC)c1,i,i,i,i,i,i,i,-6,i,i,i
COc1ccccc1CC(=O)Nc1ccc(F)cc1F,i,i,i,i,i,i,i,0,i,i,i
O=C(c1cccnc1)N1CCN(c2ccc(Cl)cc2)CC1,i,i,i,i,i,i,i,-11,i,i,i
CC(C)NS(=O)(=O)c1ccc(NC(=O)NC2CCCCC2)cc1,i,i,i,i,i,i,i,-6,i,i,i
O=C(NC1CCCCC1)c1cc2ccccc2cc1O,i,i,i,i,-12*,i,i,-13,i,i,-9.4*
Cc1ccc(S(=O)(=O)/N=C(/Nc2ccc3[nH]c(=O)[nH]c3c2)c2ccccc2)cc1,i,i,i,i,i,i,i,-1,i,i,i
O=C(CSCc1ccccc1)NCCCN1CCOCC1,i,i,i,i,i,i,i,-8,i,i,i

# New compounds follow
molecule,ANO1 activ,RGS4 act,MrgX1 allo act,KCNQ1 pot,KCNK9 inh,TMEM16A inh,RGS4 inh,hERG rescue,MrgX1 ag,KCNQ1 block,KCNK3 block
CCn1c(SCC(=O)N2CCOCC2)nc2ccccc21,i,i,i,i,i,i,i,-10,i,i,i
CCCCN1C(N)=NC[C@@H]1Cc1ccc(O)cc1,i,i,i,i,i,i,i,-5,i,i,i
Cc1c(NC(=S)/C=C2\N(C)c3ccccc3C2(C)C)c(=O)n(-c2ccccc2)n1C,i,i,i,i,i,i,i,-14,i,i,i
O=C(Nc1ccc2c(c1)C(=O)NC2=O)c1ccc(Cl)s1,i,i,i,i,i,i,i,-5,i,i,i
CN(Cc1ccccc1)c1nc2c(c(=O)[nH]c(=O)n2C)n1CCCc1ccccc1,i,i,i,i,i,i,i,-16,i,i,i
COc1cc(OC)cc(C(=O)NCCOC23CC4CC(CC(C4)C2)C3)c1,i,i,i,i,i,i,i,-7,i,i,i
CC(C)CNS(=O)(=O)c1ccccc1C(=O)N1CCCCC1,i,i,i,i,i,i,i,-11,i,i,i
CCC(CC)C(=O)N1CC(=O)Nc2ccc(Br)cc2C1c1ccccc1 (centres undefined),i,i,i,i,i,i,i,-4,i,i,i
CN(C)c1ccc(/C=N/NC(=O)c2ccn(C)n2)cc1,i,i,i,i,i,i,i,4,i,i,i
CC(=Nc1ccccc1C(F)(F)F)c1ccncc1,·,i,i,i,i,i,i,-5,i,i,i
COc1ccc(S(=O)(=O)NCC2CCCN(C(=O)c3ccccc3)C2)cc1 (centres undefined),i,i,i,i,i,i,i,-5,i,i,i
Cc1ccccc1C1CC(=O)NC2=C1C(=O)CCC2 (centres undefined),i,i,i,i,i,i,i,-3,i,i,i
COc1ccc(CNC(=O)CNC(=O)c2ccc(Br)o2)cc1OC,i,i,i,i,i,i,i,-8,i,i,i
O=c1c2ccccc2nnn1CSc1nnc(COc2ccc(Cl)cc2)n1Cc1ccco1,i,i,i,i,i,i,i,-8,i,i,i
